# RORg inh: qHTS for inhibitors of ROR gamma transcriptional activity; Drosophila S2 Gal4-RORgamma UAS-luciferase reporter, 20 h; Potency, µM (doses to about 53.6 µM), for the others: at the top dose activity change, negative = inhibition, hits mostly inhibitors; AID 2551, 2010; hit rate 5.4% among 310,000; also: potency is read from the fitted curve at half-maximal effect; % is scaled to controls: 0 for no effect and ±100 for the full control effect; nearly all actives have a fitted effect of over 60% in size
#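 Stable Schneider cell line, Gal4 DNA-binding domain fused to ROR gamma, UAS-luciferase. Cmpd 1 hr RT → CuSO4 700 uM final → 20 hr RT → luciferase reagent 10 min → luminescence.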
# PKM2 activator: qHTS Assay for Activators of Human Muscle isoform 2 Pyruvate Kinase; Potency, µM (doses to about 57.5 µM), inactives show at the top dose activation, most hits filed as activators; hit rate 0.34% among 260,000; purified PKM2, Kinase-Glo ATP luminescence, activation; response scale: 0% is enzyme alone, no compound; Pyruvate kinase PKM (Homo sapiens), P14618; AID 1631, 2009; also: potency is read from the fitted curve at half-maximal effect; % is scaled to controls: 0 for no effect and ±100 for the full control effect; nearly all actives have a fitted effect of over 55% in size
# Target sequence (P14618 whole entry, looked up, canonical isoform): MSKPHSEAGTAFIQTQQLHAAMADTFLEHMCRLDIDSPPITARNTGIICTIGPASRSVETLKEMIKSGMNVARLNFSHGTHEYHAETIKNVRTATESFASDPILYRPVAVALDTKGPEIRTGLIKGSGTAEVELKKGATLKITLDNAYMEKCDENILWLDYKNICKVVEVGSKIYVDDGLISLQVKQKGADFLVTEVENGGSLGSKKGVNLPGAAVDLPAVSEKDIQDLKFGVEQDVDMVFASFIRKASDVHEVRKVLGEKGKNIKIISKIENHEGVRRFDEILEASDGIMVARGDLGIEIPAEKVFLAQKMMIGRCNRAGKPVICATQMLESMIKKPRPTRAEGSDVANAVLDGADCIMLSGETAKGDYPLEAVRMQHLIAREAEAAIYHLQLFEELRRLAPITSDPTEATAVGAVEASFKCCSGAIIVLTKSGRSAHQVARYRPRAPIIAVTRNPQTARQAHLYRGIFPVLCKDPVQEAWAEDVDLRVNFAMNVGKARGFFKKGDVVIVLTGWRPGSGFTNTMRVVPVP
#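 ATP formation by purified human PK-M2, quantified via coupled luciferase luminescence after 1 h at room temperature with 0.1 mM ADP and 0.5 mM PEP final.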
# FLuc modulator: qHTS profiling assay for firefly luciferase inhibitor/activator using purifed enzyme and Km concentrations of substrates (counterscreen for miR-21 project). AID 588342, 2011. purified FLuc, Km substrates, luminescence inhibition. Luciferin 4-monooxygenase (Photinus pyralis), P08659. Potency, µM (highest dose often 57.5 µM), for inactives: at the top dose activity change, negative = inhibition, most hits filed as inhibitors. hit rate 6.9% among 360,000;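 also: potency is read from the fitted curve at half-maximal effect; plate controls were vehicle for no effect and reference inhibitor for full effect; nearly all actives have a fitted effect of over 55% in size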
# Target sequence (P08659 whole entry, looked up): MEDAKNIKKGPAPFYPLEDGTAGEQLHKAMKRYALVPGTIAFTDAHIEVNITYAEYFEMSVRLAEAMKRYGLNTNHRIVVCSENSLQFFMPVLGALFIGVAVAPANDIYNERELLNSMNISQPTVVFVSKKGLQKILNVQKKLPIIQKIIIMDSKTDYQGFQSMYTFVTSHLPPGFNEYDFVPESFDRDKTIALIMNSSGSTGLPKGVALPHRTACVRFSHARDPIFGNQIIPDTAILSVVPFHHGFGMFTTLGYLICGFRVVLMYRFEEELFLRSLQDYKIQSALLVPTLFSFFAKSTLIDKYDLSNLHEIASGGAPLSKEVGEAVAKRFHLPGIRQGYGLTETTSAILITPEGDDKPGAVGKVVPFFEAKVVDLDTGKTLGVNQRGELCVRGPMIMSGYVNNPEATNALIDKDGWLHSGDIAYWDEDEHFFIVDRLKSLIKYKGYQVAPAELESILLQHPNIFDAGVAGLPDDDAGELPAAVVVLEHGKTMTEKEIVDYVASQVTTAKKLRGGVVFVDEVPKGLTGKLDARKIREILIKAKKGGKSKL
#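 Biochemical qHTS of compounds, final roughly 60 µM downward over six points, against 10 nM purified firefly luciferase using Km concentrations of substrates (10 uM D-luciferin, 10 uM ATP) in Tris acetate pH 7.5 buffer; luminescence output.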
# Rab9 promoter act: qHTS Assay for Rab9 Promoter Activators | Huh7 Rab9 promoter-luciferase reporter, luminescence, 24 h | Potency, µM (highest dose often 9.22 µM), inactives show at the top dose activation, negative = inhibition, usual class: activators | hit rate 2.8% among 320,000; also: potency is read from the fitted curve at half-maximal effect; % of control where 0% means no effect; nearly all actives have a fitted effect of over 60% in size
#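 Using Huh7 cells stably transfected with Rab9 promoter–luciferase, compounds were incubated 24 h at 37 °C, 5% CO2; luciferase luminescence was read 10 min after reagent addition.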
# VP16 counter: VP16 counterscreen qHTS for inhibitors of ROR gamma transcriptional activity | Potency, µM (highest dose often 53.6 µM), without a hit: top-dose activity, negative = inhibition, hits mostly inhibitors | Drosophila S2 Gal4-VP16 UAS-luciferase, luminescence, 20 h | hit rate 3.5% among 310,000 | AID 2546, 2010;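 also: Gal4-VP16 expression switched on by copper sulfate through the metallothionein promoter; potency is read from the fitted curve at half-maximal effect; % is scaled to controls: 0 for no effect and ±100 for the full control effect; nearly all actives have a fitted effect of over 50% in size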
# NPC1 promoter act: qHTS Assay for NPC1 Promoter Activators; Huh7 NPC1 promoter luciferase reporter, 24 h; Potency, µM (doses to about 9.22 µM), without a hit: top-dose activation, actives largely listed as activators; hit rate 2.4% among 320,000; AID 485313, 2010;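 also: potency is read from the fitted curve at half-maximal effect; % of control where 0% means no effect; nearly all actives have a fitted effect of over 60% in size; reporter is driven by a mutant NPC1 promoter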
#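 Stable NPC1-promoter luciferase Huh7 line; cpd (DMSO) 24 h, 37 °C, 5% CO2; Amplite luciferase reagent 10 min RT; luminescence readout. qHTS format.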
# Menin-MLL TR inh: qHTS Assay for Inhibitors Targeting the Menin-MLL Interaction in MLL Related Leukemias: Competition With Texas Red Labeled MLL-derived Mutant Peptide | O00255 | Menin + Texas Red MLL mutant peptide, fluorescence polarization | Potency, µM (doses to about 61.6 µM), inactives show at the top dose FP activity change, negative = inhibition, usual class: inhibitors | hit rate 0.23% among 270,000 | AID 1768, 2009; active = well fitted inhibition curve with a large enough effect in the polarisation, with a control signal flat, not every such curve was filed as active; inconclusive = small, poorly fitted or top-dose-only effect, or effect the other way, or a change in a side signal; inactive = no such curve, though single readings can be large or run the other way; the % refers to the polarisation; also: potency is read from the fitted curve at half-maximal effect; % of control where 0% means no effect; many of its hits are not listed in these tables
# ELG1 genotox: qHTS screen for small molecules that induce genotoxicity in human embryonic kidney (HEK293T) cells expressing luciferase-tagged ELG1; hit rate 1.3% among 330,000; Potency, µM (highest dose often 46 µM), without a hit: top-dose activity change, positive = activation, hits mostly activators; HEK293T ELG1-luciferase reporter, luminescence, 16 h; also: potency is read from the fitted curve at half-maximal effect; % of control where 0% means no effect; nearly all actives have a fitted effect of over 60% in size
#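 16 hr compound incubation (37 °C, 5% CO2) of HEK293T cells carrying luciferase-tagged ELG1; luciferase then measured by ONE-Glo luminescence after 30 min at RT.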
# Giardia kill: Small Molecules that selectively kill Giardia lamblia: qHTS. hit rate 0.15% among 340,000. activity change, % at 7.66 µM, hits read low. Giardia lamblia trophozoite viability; in the data active = activity change below about -80%; inconclusive = between about -30% and that limit;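 also: parasites exposed to compound for two days anaerobically before the ATP read; % is scaled to controls: 0 for no effect and ±100 for the full control effect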
#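 Each well holds 100 Giardia trophozoites and compound. After two days (48 hrs) at 37 deg C in anaerobic conditions, ATP is quantified by luminescence.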
# p53 reactivation: qHTS assay for re-activators of p53 using a Luc reporter; H1299 p53-A138V BP100-luciferase reporter, luminescence, 24 h; hit rate 0.063% among 320,000; Potency, µM (top dose mostly 92.2 µM), inactives show at the highest dose activity change, positive = activation, most hits filed as activators; AID 504706, 2011; also: potency is read from the fitted curve at half-maximal effect; % of control where 0% means no effect; nearly all actives have a fitted effect of over 45% in size
#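 p53-null H1299 cells stably carrying temperature-sensitive p53-A138V and a BP100-luciferase reporter were pinned with compounds (4-point, 1:5 series) and held 24 hrs at 37 deg C. Luminescence was read 10 min after detection reagent.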
# BRCA1 expr act: qHTS Assay to Identify Small Molecule Activators of BRCA1 Expression; MCF7-BRCA1-FFLuc reporter, luminescence, 48 h; response scale: scaled: vehicle 0%, 10 µM genistein 100%; Potency, µM (top dose mostly 46.1 µM), for the others: at the highest dose activation, actives largely listed as activators; hit rate 1.1% among 380,000; also: potency is read from the fitted curve at half-maximal effect; nearly all actives have a fitted effect of over 80% in size; some results filed as inactive show a strong effect at the top dose
#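 MCF7-BRCA1-FFLuc, 2000 cells/well; 2 h attach, 37 °C/5% CO2; compound 48 h; luciferase substrate 15 min; luminescence end-point. Norm. to genistein 10 microM max activation and DMSO; concentration-response curves fitted.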
# The depositor's hits bear a star; ? = inconclusive; · = no result given; & = joins results of further samples; [ ] = another dose, or the depositor's remark. Unless noted, calls follow the shape of the dose curve; as a rule, active = well fitted curve in the direction sought with a large enough effect; inconclusive = small, poorly fitted or top-dose-only effect, or another doubt; inactive = no such curve, though single readings can be large; an effect the other way counts as inactive or inconclusive. This is a subset (hit frequency here may not be typical).
# Each structure is followed by: VP16 counter, ELG1 genotox, Giardia kill, Rab9 promoter act, BRCA1 expr act, Menin-MLL TR inh, p53 reactivation, NPC1 promoter act, FLuc modulator, RORg inh, PKM2 activator
N#Cc1nc(Cc2ccccc2)oc1NCc1ccccc1Cl
  -9%, -3%, 11, 13%, -15%, 4%, -17%, 8%, ?, -2%, -17%
O=C(NCCc1ccccc1)C(=O)N/N=C/c1ccc2c(c1)OCO2
  -4%, 1%, -17, -2%, -44%, 47%[activator], 3%, -15%, 3%, 23%, 1%
CCOc1cc(C2C(C#N)=C(N)Oc3n[nH]c(C)c32)ccc1OCCN1CCOCC1 (centres undefined)
  ?, 6%, 0, 22%, -7%, 2%, 4%, 4µM*, 5%[2.3 µM], -43%, 2%
O=C(NNC(=S)NCc1ccco1)c1ccc(S(=O)(=O)N2CCOCC2)cc1
  -25%, 0%, 15, -8%, 0%, 9%, -1%, -4%, 0%, -36%, -3%
Cc1ccc2nc(-c3ccccc3)c(CN3CCSCC3)n2c1
  -5%, -2%, -6, 3%, 0%, -20%, 7%, -2%, ?, 16µM*, 6%
NS(=O)(=O)c1ccc(NC(=O)c2cc(Cl)sc2Cl)cc1
  20%, 3%, 17, 7%, 27%, ·, -2%, 2%, -2%, ?, ·
CC/C(=N\NC(=O)CSCc1ccccc1Br)c1ccc2c(c1)OCCO2
  3%, 2%, 3, 0%, -24%, ·, -4%, 1%, 4%, 6%, -5%
CCOC(=O)N1CCN(C(=O)CSC2=NS(=O)(=O)c3cc(Cl)ccc3N2)CC1
  ·, 0%, -9, 2%, 22%, ·, -4%, 9%, -14%, ·, ·
O=C(CN(C(=O)CSc1nnc(COc2ccccc2)o1)c1ccc(F)cc1)NC1CCCCC1
  -26%, -16%, -7, 2%, 1%, -3%, -16%, -3%, 4%, -16%, 4%
CCN(CC)S(=O)(=O)c1ccc(NC(=O)CSc2ncnc3ccccc23)cc1
  -12%, 0%, 9, -2%, -11%, 19%, -10%, -1%, -3%, 13%, 1%
C[C@H](NC(=O)c1nc[nH]c1C(=O)N[C@@H](Cc1ccccc1)C(=O)OC(C)(C)C)C(=O)OC(C)(C)C
  ?, -12%, 10, -10%, -33%, ·, -5%, -6%, 0%, 11µM*, 0%
CC(OC(=O)c1ncc(Cl)c(Cl)c1Cl)C(=O)NC1CCCCC1C (centres undefined)
  ·, 0%, 0, -7%, -7%, ·, 3%, 0%, 4%, ·, ·
COc1ccc(C2=NOC(C(=O)NCc3cccnc3)C2)cc1OC (centres undefined)
  7%, 1%, -17, 8%, -24%, ?, 7%, -3%, -1%, -3%, ·
Cc1ccc(NC(=O)C2C3CCC(O3)C2C(=O)O)cc1C (centres undefined)
  -3%, 13%, 19, -2%, 0%, -3%, ?, -1%, -10%, 2%, -1%[11.5 µM]
O=[N+]([O-])c1cc(/C=N\Nc2nc(-c3ccccc3)cs2)ccc1O
  -3%, 1%, -8, -2%, 11%, ?, 3%, -1%, ?, ?, 7%
Cc1cc(C(=O)COc2ccc3ccc(=O)oc3c2)c(C)n1Cc1cccs1
  0%, -2%, 1, 12%, 18%, 7%, 9%, 5%, ?, 11%, -13%
Cc1ccc(NC(=O)c2ccccc2NS(=O)(=O)c2ccc(Cl)s2)cc1S(=O)(=O)N1CCOCC1
  ?, -6%, -7, -4%, -68%, ?, -4%, 0%, ?, ?, -4%
CCN(CC)C(=O)CN1C(=O)COCC1=O
  11%, 3%, 3, -4%, 14%, 1%, -2%, 2%, 1%, -15%, -2%
CC#CC(=O)N1CCC(Oc2cccc(C(=O)NCc3ccccn3)c2)CC1
  -4%, -3%, 4, 7%, -23%, ·, 10%, 2%, 1%, 18%, 6%
CCOc1ccc(NS(=O)(=O)c2coc(C(N)=O)c2)cc1
  -7%, -2%, -12, 9%, 1%, -12%, 6%, -1%, 2%, 15%, 6%
Cc1ccc(CNC(=O)COC(=O)c2ccc(S(=O)(=O)N(C)C)cc2)cc1
  5%, 4%, -7, -2%, -13%, ?, 3%, -8%, -3%, 6%, 1%
Cc1ccc(NC(=O)c2cnccn2)cc1S(=O)(=O)N(C)C
  -7%, 3%, -7, -1%, -5%, -2%, 3%, -1%, -11%, 20%, 3%
Cc1ccc(OCC(=O)Nc2ccc(S(=O)(=O)N3CCN(C)CC3)cc2)cc1
  3%, -1%, -2, -9%, -1%, 16%, -9%, -4%, 1%, -9%, 0%
COc1ccc(NC(=O)NCCCN2CCN(c3cc(C)ccc3C)CC2)cc1
  -16%, 9%, 0, -17%, -14%, 8%, -2%, -11%, -1%, 2%, -17%
Cc1ccc(S(=O)(=O)NC(=O)c2cc(C)n(CCCn3ccnc3)c2C)cc1
  -2%, 1%, 10, 2%, -17%, -8%, -3%, 6%, 1%, 0%, -6%
O=C(COc1cc2oc(=O)c3c(c2cc1Cl)CCC3)NCCN1CCOCC1
  7%, 6%, -3, -1%, 0%, 0%, -10%, 1%, 2%, -14%, -3%
Clc1nnc(Cl)c2c1ncn2Cc1ccccc1
  -9%, 2%, 17, -1%, 5%, 11%, 3%, -2%, 0%, 22%, ·
O=C(COc1ccccc1)NC(=S)Nc1cccc2cc(O)ccc12
  ?, 1%, 30, 4%[1.84 µM], -6%, ·, 4%, 12%, 4%, -26%, -2%
NC(=O)C1=C[C@H](c2coc3ccccc3c2=O)C[C@H](OCc2ccc(CO)cc2)O1
  -1%, 0%, 3, 0%, -11%, 0%, -1%, 0%, -2%, 8%, 0%
C/C(=N/Oc1nc(C)cc(C)n1)c1ccc(Cl)cc1Cl
  ?, -1%, -6, -1%, 1%, 5%, -11%, -1%, 7%, 10µM*, 0%

# An excerpt from above in order of their number in PKM2 activator, rising.
SMILES | PKM2 activator
O=C(COc1ccccc1)NC(=S)Nc1cccc2cc(O)ccc12 | -2%
O=C(NCCc1ccccc1)C(=O)N/N=C/c1ccc2c(c1)OCO2 | 1%
O=[N+]([O-])c1cc(/C=N\Nc2nc(-c3ccccc3)cs2)ccc1O | 7%

# The results go on.
# Each structure is followed by: VP16 counter, ELG1 genotox, Giardia kill, Rab9 promoter act, BRCA1 expr act, Menin-MLL TR inh, p53 reactivation, NPC1 promoter act, FLuc modulator, RORg inh, PKM2 activator
O=C(CCN1CCN(c2ccccn2)CC1)Nc1ccc(F)cc1
  0%, 0%, -3, -4%, -1%, -17%, 0%, 1%, 6%, 7%, 0%
CCOC(=O)C(C)Sc1ccc2nnc(CCNS(=O)(=O)c3ccc(C)cc3)n2n1 (centres undefined)
  3%, 0%, 1, -6%, -6%, 7%, -2%, 1%, 0%&7%, 9%, -5%
Cc1ccc(OCc2ccc(C(=O)Nc3c(C)nn(Cc4c(F)c(F)c(F)c(F)c4F)c3C)o2)c([N+](=O)[O-])c1
  -7%, -1%, 10, -7%, -97%[inhibitor], 9%, 5%, -3%, -15%, ?, 0%
Cc1nn(C)c(C)c1C(C)NC(=O)c1cc(COc2ccc(F)c(F)c2)on1 (centres undefined)
  -1%, 15%, -15, ?, ?, ·, ?, ?, 21µM*, ?, ·
CCOC(=O)Nc1ccc2c(c1)N(C(=O)CCN(C)C)c1ccccc1S2
  -10%, 0%, 0, 5%, 2%, 1%, -4%, 2%, 0%, -4%, 1%
O=C(Nc1cccc2oc(=O)ccc12)c1ccc([N+](=O)[O-])cc1[N+](=O)[O-]
  9%, -7%, -7, 3%, -25%, 2%, 14%, 3%, -1%, 13%, 0%
Cc1cc2oc(C(=O)NC3CCS(=O)(=O)C3)cc(=O)c2cc1C (centres undefined)
  -5%, 0%, 22, 8%, -1%, 4%, -1%, 0%, -1%, 1%, 1%[0.46 µM]
COc1ccc(C(=O)OCC(=O)C(C)(C)C)cc1S(=O)(=O)N(C)CCc1cccnc1
  -4%, -6%, -22, -7%, -20%, -25%, -5%, -3%, -1%, 4%, ·

# Compound activity deposited in PubChem by National Center for Advancing Translational Sciences (NCATS).
